# Pol iota inh – blocks human DNA polymerase iota activity; Pol iota fluorescent replication assay, 10 min; Potency, µM (doses to about 115 µM), without a hit: at the highest dose activity, negative = inhibition, most hits filed as inhibitors; 390,000 tested, 1% active; note: potency is the fitted concentration of half-maximal effect
#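 Pol iota at 10 nM preincubated 15 min with compounds at room temperature; reaction started with fluorescent substrate, 50 nM final. Fluorescence read kinetically at 0 and 10 min; buffer-only wells as negative control.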
# Anesthetic bind – candidate novel general anesthetic via apoferritin binding | Potency, µM (highest dose often 77.5 µM), for the others: at the top dose activity change, negative = displacement, most hits filed as inhibitors | apoferritin/1-aminoanthracene competitive binding, fluorescence | 350,000 tested, 0.074% active | P02791 | AID 485281; note: potency is the fitted concentration of half-maximal effect; % is set by controls: 0 for no effect and ±100 for the full control effect; nearly all actives have a fitted effect of over 20% in size
# Target sequence (P02791 2-175 limits assumed): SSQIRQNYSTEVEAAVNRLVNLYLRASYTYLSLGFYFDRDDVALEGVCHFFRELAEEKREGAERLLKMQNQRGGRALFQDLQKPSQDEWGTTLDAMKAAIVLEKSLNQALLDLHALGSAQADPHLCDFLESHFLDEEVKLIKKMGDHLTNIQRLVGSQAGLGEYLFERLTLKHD
#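 Probe: 1-aminoanthracene (50% saturated, PBS). Protein: horse-spleen apoferritin, 10 uM. Incubation: 10 min, room temperature. Detection: 380 nm excitation, 535 nm emission. Analysis: normalized response, four-parameter Hill.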
# POLB inh – blocks human DNA polymerase beta activity. P06746. Pol beta primer extension/strand displacement, fluorescence kinetic. Potency, µM (titrated, usually from 114 µM), inactives show at the top dose activity change, negative = inhibition, hits mostly inhibitors. 340,000 tested, 1.3% active. AID 485314; note: potency is the fitted concentration of half-maximal effect; % is set by controls: 0 for no effect and ±100 for the full control effect
#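 Kinetic readout of DNA synthesis with strand displacement by Pol beta. Compound and 10 nM enzyme sit 15 min at room temperature; 50 nM substrate starts the reaction, read immediately and at 10 min.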
# APE1 inh – inhibitors of human APE1 endonuclease; P27695; recombinant APE1, TAMRA/BHQ-2 abasic DNA cleavage fluorescence; Potency, µM (top dose mostly 65.8 µM), for the others: top-dose activity change, negative = inhibition, actives largely listed as inhibitors; 350,000 tested, 0.35% active;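 note: potency is the fitted concentration of half-maximal effect; plate controls were vehicle for no effect and reference inhibitor for full effect; nearly all actives have a fitted effect of over 55% in size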
# Target sequence (P27695 whole entry, looked up): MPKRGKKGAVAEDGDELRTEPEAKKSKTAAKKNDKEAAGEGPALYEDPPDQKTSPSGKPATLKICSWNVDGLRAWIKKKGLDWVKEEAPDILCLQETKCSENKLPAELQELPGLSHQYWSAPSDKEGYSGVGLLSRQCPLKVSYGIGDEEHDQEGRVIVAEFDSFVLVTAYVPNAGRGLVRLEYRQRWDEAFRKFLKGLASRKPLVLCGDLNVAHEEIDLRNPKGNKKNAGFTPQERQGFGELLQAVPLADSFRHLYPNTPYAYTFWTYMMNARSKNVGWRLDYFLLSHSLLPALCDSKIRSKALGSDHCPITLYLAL
#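 0.75 nM APE1 + cpd, 15 min RT; start w/ 50 nM TAMRA/BHQ-2 THF-abasic dsDNA; kinetic fluor 525/598 nm ×3 reads @60 s; Δ(read3−read1); normalized to DMSO and NSC13755 control wells.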
# TRHR agonist – activates the human TRH receptor; TRHR cells, calcium flux fluo-8, FDSS agonist mode; activation, % at 2 µM; 360,000 tested, 0.18% active; in the data active = activation above about 30%; note: 0% is about no effect
# Target sequence (P34981 whole entry, looked up): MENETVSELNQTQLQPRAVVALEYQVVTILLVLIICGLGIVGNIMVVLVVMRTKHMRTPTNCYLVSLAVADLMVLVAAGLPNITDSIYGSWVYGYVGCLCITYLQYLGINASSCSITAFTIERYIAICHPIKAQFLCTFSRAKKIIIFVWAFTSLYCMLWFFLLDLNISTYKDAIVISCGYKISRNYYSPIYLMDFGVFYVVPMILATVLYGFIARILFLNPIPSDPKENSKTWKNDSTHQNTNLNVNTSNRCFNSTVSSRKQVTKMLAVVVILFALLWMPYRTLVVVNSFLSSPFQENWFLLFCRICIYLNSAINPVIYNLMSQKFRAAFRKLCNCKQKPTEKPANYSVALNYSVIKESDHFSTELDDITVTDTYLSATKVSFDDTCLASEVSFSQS
#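 Agonist-mode FDSS calcium read (Ex 480/Em 530, 1 s cycles) in 1536-well TRHR cells with fluo-8 dye, after 10-cycle baseline and 23 nL compound addition; TRH at EC20 (10 nM final) added afterwards for the enhancer phase.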
# ERG-DNA inh – ERG Ets/DNA interaction inhibition; P11308; fluorescence polarization, His-ERG Ets domain / labelled DNA; Potency, µM (doses to about 76.9 µM), for inactives: at the highest dose FP activity, negative = inhibition, actives largely listed as inhibitors; 370,000 tested, 0.028% active; AID 624246; active = well fitted inhibition curve with a large enough effect in the polarisation, with a control signal flat; inconclusive = small, poorly fitted or top-dose-only effect, or effect the other way, or a change in a side signal; inactive = no such curve, though single readings can be large or run the other way; the % refers to the polarisation;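 note: polarization taken with two DNA probes labelled with fluorescein and Texas red; potency is the fitted concentration of half-maximal effect; % of control where 0% means no effect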
#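 His-tagged ERG Ets domain (1 uM in the protein solution; 300mM KCl, 50mM Tris-HCl, 1mM EDTA, 1mM DTT, pH 7.5) received compound, then a probe mix of 5 nM fluorescein-DNA and 100nM Texas-615-DNA. Fluorescence polarization was read for both dyes.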
# POLK inh – DNA polymerase kappa (human) inhibition; Q9UBT6; 400,000 tested, 0.53% active; purified Pol kappa, fluorescent DNA synthesis assay, 10 min; Potency, µM (top dose mostly 107 µM), for the others: top-dose activity, negative = inhibition, usual class: inhibitors; note: potency is the fitted concentration of half-maximal effect; % is set by controls: 0 for no effect and ±100 for the full control effect
#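 10 nM Pol kappa was preincubated with compounds for 15 min at room temperature. Reaction started with 50 nM (final) substrate. Fluorescence read kinetically at 0 and 10 min.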
# BLM inh – blocks DNA unwinding by human BLM helicase | P54132 | recombinant BLM DNA unwinding, fluorescence dequenching | Potency, µM (top dose mostly 56.1 µM), without a hit: top-dose activity change, negative = inhibition, usual class: inhibitors | 350,000 tested, 0.2% active | AID 2528;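 note: potency is the fitted concentration of half-maximal effect; plate controls were vehicle for no effect and no enzyme for full effect; nearly all actives have a fitted effect of over 35% in size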
# 12-LOX inh – inhibitors of human 12S-lipoxygenase ALOX12. P18054. purified 12hLO, xylenol orange hydroperoxide absorbance. Potency, µM (titrated, usually from 108 µM), without a hit: at the highest dose activity change, negative = inhibition, usual class: inhibitors. 580,000 tested, 1.1% active. AID 1671190; note: potency is the fitted concentration of half-maximal effect; % is set by controls: 0 for no effect and ±100 for the full control effect
#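 Hydroperoxide product was detected by ferrous iron/xylenol orange as the 573 to 405 nm absorbance ratio. Arachidonic acid at 40 uM (final) was turned over for 30 min at room temperature by 150 nM human 12hLO, pH 7.0 Hepes buffer, after 15 min compound preincubation.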
# The depositor's hits bear a star; ? = inconclusive; / = no result given; [ ] = dose if it differs, or a comment. Unless noted, calls come from the whole dose curve; as a rule, active = well fitted curve in the direction sought with a large enough effect; inconclusive = small, poorly fitted or top-dose-only effect, or another doubt; inactive = no such curve, though single readings can be large; an effect the other way counts as inactive or inconclusive. The list is partial; count on the stated rates, not on these rows.
SMILES,Pol iota inh,Anesthetic bind,POLB inh,APE1 inh,TRHR agonist,ERG-DNA inh,POLK inh,BLM inh,12-LOX inh
O=S(=O)(NCC(c1ccc2c(c1)OCO2)N1CCOCC1)c1ccc(F)cc1 (configuration not stated),43%[activator],/,/,45%,0.3,5%,3%,/,-3%
CCc1cccc(NC(=O)Cn2c(-c3ccc(F)cc3)cc(C(C)=O)c2C)c1,-4%,-2%,29%,/,-0.3,0%,-11%[60.1 µM],-11%,-28%
CCC(C(=O)Nc1cc(C)cc(C)n1)c1ccccc1 (configuration not stated),41%[activator],/,/,/,/,-1%,-9%,/,57%[activator]
O=C(NCc1cccs1)c1ccc(CSc2nc3ccncc3n2Cc2ccccc2)cc1,55%[activator],154%[activator],-6%,/,-2.4,6%,-16%,-3%,0%
Cc1cc(=O)oc2cc(OCC(=O)N3CCN(C(=O)C4COc5ccccc5O4)CC3)c(Cl)cc12 (configuration not stated),66%[activator],-8%,2%,19%,0.3,-7%,3%,0%,1%
COc1ccc(OC)c(C(C)NC(=O)Nc2cccc(C(C)=O)c2)c1 (configuration not stated),11%,-13%,-16%,4%,-1.5,-15%,5%,-3%,11%
COc1cc(Cl)c(C)cc1NC(=O)COC(=O)c1cc[n+]([O-])cc1,78%[activator],-8%,-2%,-3%,-0.5,0%,0%,1%,0%
Cc1[nH]c2ccccc2c1/C=N/NC(=O)CNC(=O)Cc1ccccc1,11%,?,0%,60%[activator],-0.3,-2%,-11%,-2%,-20%
Fc1ccc(Nc2nc(-c3ccncc3)nc3ccccc23)cc1F,?,2%,-6%,/,-0.3,3%,-2%,-4%,-6%
COc1ccc(C(=O)NN(C)c2nc(C(F)(F)F)nc3ccccc23)cc1,0%,-23%,8%,?,-0.1,6%,5%,0%,-19%
CCOC(=O)COc1ncn(-c2ccccc2)n1,-10%,-11%,9%,3%,-0.3,-2%,-24%,-4%,287%[activator]
Cc1cc(C(=O)CN2C(=O)NC3(CCCCC3)C2=O)c(C)n1Cc1ccco1,-19%,?,-8%,-1%,0.0,-1%,-5%,-3%,-7%

# Reprinted at random: 3 records from the list.
SMILES,Pol iota inh,Anesthetic bind,POLB inh,APE1 inh,TRHR agonist,ERG-DNA inh,POLK inh,BLM inh,12-LOX inh
Fc1ccc(Nc2nc(-c3ccncc3)nc3ccccc23)cc1F,?,2%,-6%,/,-0.3,3%,-2%,-4%,-6%
CCOC(=O)COc1ncn(-c2ccccc2)n1,-10%,-11%,9%,3%,-0.3,-2%,-24%,-4%,287%[activator]
Cc1[nH]c2ccccc2c1/C=N/NC(=O)CNC(=O)Cc1ccccc1,11%,?,0%,60%[activator],-0.3,-2%,-11%,-2%,-20%

# Next section.
SMILES,Pol iota inh,Anesthetic bind,POLB inh,APE1 inh,TRHR agonist,ERG-DNA inh,POLK inh,BLM inh,12-LOX inh
CCCCNC(=O)Cn1cnc2ccc(S(=O)(=O)N3CCC(C)CC3)cc2c1=O,26%,1%,-9%,-10%,0.0,5%,-9%,-1%,-1%
O=C(Cn1c2[n+](c3ccc(C(F)(F)F)cc31)CCCCC2)c1cccc([N+](=O)[O-])c1,-24%,-10%,-29%,-2%,-0.2,3%,-2%,0%,-7%
COc1ccc(CCN(C)C(=O)c2c(C)nn(-c3ccccc3)c2C)cc1OC,19%,-5%,1%,6%,0.3,2%,-4%,1%,18%
CCCCCCCCC(=O)N/N=C/c1cccc(Br)c1,20%,?,34%[activator],3%,1.6,/,-13%,-2%,2%[57.4 µM]
CC(=O)Nc1ccc(S(=O)(=O)N2CCC(c3ccncc3)CC2)cc1,4%,-6%,2%,/,0.4,0%,-5%[60.1 µM],0%,-22%
CCCCNC(=O)CSc1nccn1Cc1ccccc1,11%,-12%,?,-2%,-1.1,/,-3%[60.1 µM],-1%,-12%[57.4 µM]
Cc1ccc2scc(N3CCCCC3C)c(=O)c2c1 (configuration not stated),15%,1%,-1%,/,0.2,-1%,-6%[60.1 µM],2%,4%
Cc1ccc(C)c(Cn2c3ccccc3c3cnn(CC(=O)NCCC4=CCCCC4)c(=O)c32)c1,?,-11%,21%,/,-2.6,-3%,2%,3%,1%
CN(C)CCNC(=O)c1cccc(S(=O)(=O)Nc2ccc(F)cc2)c1,-15%,-9%,0%,-1%,0.4,-8%,-10%,2%,-2%
CC(C)(C)C(=O)/C=C1\SCC(=O)N1CC(=O)N1CCN(c2ccccc2)CC1,19%,/,/,46%,/,13%,5%,/,244%[activator]
COc1ccccc1CN1CCC(CNS(=O)(=O)c2cc(-c3cc(C)no3)ccc2OC)CC1,20%,-11%,10%,1%,0.5,2%,-18%,-10%,-4%
Cc1cc(C)cc(NC(=O)CN2CCN(c3ccccc3)CC2)c1,-24%,-1%,17%,-6%,-0.7,-4%,-2%,-6%,0%

# Compound profiles, as listed above. Order of values: Pol iota inh	Anesthetic bind	POLB inh	APE1 inh	TRHR agonist	ERG-DNA inh	POLK inh	BLM inh	12-LOX inh
# Listed for CCCCCCCCC(=O)N/N=C/c1cccc(Br)c1 = 20%	?	34%[activator]	3%	1.6	/	-13%	-2%	2%[57.4 µM]
# Listed for COc1ccc(CCN(C)C(=O)c2c(C)nn(-c3ccccc3)c2C)cc1OC = 19%	-5%	1%	6%	0.3	2%	-4%	1%	18%
# Listed for CN(C)CCNC(=O)c1cccc(S(=O)(=O)Nc2ccc(F)cc2)c1 = -15%	-9%	0%	-1%	0.4	-8%	-10%	2%	-2%
# Listed for CCCCNC(=O)CSc1nccn1Cc1ccccc1 = 11%	-12%	?	-2%	-1.1	/	-3%[60.1 µM]	-1%	-12%[57.4 µM]

# Further compounds:
SMILES,Pol iota inh,Anesthetic bind,POLB inh,APE1 inh,TRHR agonist,ERG-DNA inh,POLK inh,BLM inh,12-LOX inh
Cc1cc(C)cc(NC(=O)CSc2nc3[nH]c(=O)cc(O)c3s2)c1,23%,1%,-7%,17%[12.4 µM],0.4,3%,-6%,-1%,?
CC1CN(S(=O)(=O)N(C)C)CCN1S(=O)(=O)N(C)C (configuration not stated),20%,5%,-3%,1%,0.7,-2%,-2%,-2%,3%
O=C(Nc1ccc(S(=O)(=O)NCc2cccnc2)cc1)c1ccccc1Cl,10%,0%,-17%,-3%,-0.5,9%,-2%,1%,-6%
CCn1ccc(C(=O)N2CCOCC2)n1,30%[activator],-7%,2%,22%,-0.3,5%,5%,1%,-11%
O=C(Nc1ccc(-n2cnnn2)cc1)C(c1ccccc1)c1ccccc1,30%,-8%,-1%,-4%,-0.6,-9%,-9%,-2%,0%
CCNC(=O)NNC(=O)C1CC(c2cccs2)=NO1 (configuration not stated),14%,-6%,0%,-4%,0.6,-14%,7%,-3%,330%[activator]
COc1ccc(Cl)cc1NC(=O)CN1CCN(Cc2ccccc2)CC1,46%[activator],-11%,34%,-8%,-0.1,-1%,-2%,2%,-7%
COc1cc(C(=O)Nn2c(O)c(C3=c4ccccc4=NC3=O)sc2=S)ccc1O,60%,-15%,-18%,-1%,-0.3,22%,-7%,-2%,-7%
COc1ccc(N(CC(=O)N2CCOCC2)S(C)(=O)=O)c(OC)c1,87%[activator],-2%,29%,23%,0.2,-3%,-15%,-3%,9%
CC(C)(C)C(=O)NC(=S)Nc1ccc(Cl)c(C(=O)O)c1,28%,-3%,20%,21%,-1.2,-13%,2%,3%,?
Cc1c(C(=O)Nc2ccccc2N2CCN(C)CC2)oc2ccc(F)cc12,22%,/,/,6%,0.4,-3%,-11%,/,-4%
COc1ccc(CCNC(=O)CCn2c(=O)c3ccccc3n(Cc3ccccc3C)c2=O)cc1OC,-15%,-17%,?,/,0.0,-2%,0%,-11%,-9%
COc1cccc(CNC(=O)CCC2CCCN(C(=O)c3csc(C(C)C)n3)C2)c1 (configuration not stated),28%,-6%,63%,1%,-0.2,6%,3%,-6%,-1%
CO/N=C/CC(=O)c1cnc(-c2ccccc2)s1,182%[activator],-14%,-3%,-3%,0.4,-1%,-11%,-10%,2%
O=C(COc1ccccc1Cl)Nc1ccc(C(=O)O)cc1NC(=O)COc1ccccc1Cl,?,0%,?,0%,0.3,-14%,-17%,-6%,2%
COc1cc(C=O)ccc1OCCOCCOc1ccc(Cl)cc1Cl,-1%,/,/,/,/,-3%,-10%,/,0%
COc1cccc(NC(=O)Nc2cnccn2)c1,27%,-5%,0%,2%,-0.6,-1%,-9%,-3%,-14%
CC(=O)c1cccc(NC(=O)COc2ccccc2)c1,12%,-3%,8%,2%,0.2,8%,-21%,0%,-5%
O=C(CNC(=O)C(c1ccccc1)c1ccccc1)OCC(=O)c1cccs1,-16%,-2%,-17%,5%,-0.6,7%,-1%,-10%,-15%
O=C(Nc1c2c(nn1-c1ccc(Cl)cc1)CS(=O)(=O)C2)c1ccc(Br)cc1,2%,-4%,1%,/,0.7,0%,-6%[60.1 µM],-3%,-33%
NS(=O)(=O)c1cc(C(=O)OCC(=O)Nc2ccc(N3CCCCC3)cc2)ccc1Cl,1%,?,-27%,1%,-0.3,-2%,6%,-6%,-4%
CNc1nc(Nc2ccc(C(C)=O)cc2)nc(OC(C(F)(F)F)C(F)(F)F)n1,17%,-24%,33%,-3%,1.0,5%,-7%,-14%,-22%
CCOC(=O)C1CCN(C(=O)c2cccc(NS(=O)(=O)c3ccc(Br)cc3)c2)CC1,-13%,/,/,20%,-0.6,-6%,-6%,/,?
O=C(CSc1nc2nn(-c3ccccc3)c(=O)c-2c2n1CCCCC2)NCCc1ccccc1,82%[activator],-16%,-13%,-3%,-1.3,-1%,-11%,-1%,13%
O=C(OCC(=O)N1CCN(c2ccccc2)CC1)c1ccccc1NCCO,18%,/,/,25%,0.1,-9%,-9%,/,3%
Cc1ccc(Nc2nc(C(=O)N3CCC(C(=O)NCCN4CCOCC4)CC3)cs2)cc1,12%,36%[activator],10%,-2%,-0.1,-3%,-9%,2%,-19%
COc1ccc(-c2nc(SC(C)C(=O)NCC3CCCO3)n[nH]2)cc1 (configuration not stated),21%,/,/,-1%,0.1,-11%,-2%,/,-6%
